# APP transl inh = inhibitors of APP translation via 5'UTR reporter, primary screen, APP 5'UTR luciferase, SH-SY5Y cells; 190,000 compounds, 0.82% hits; inhibition, % at 2 µM; SH-SY5Y APP 5'UTR-luciferase reporter, luminescence;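 active = inhibition above a set limit, derived from the sample mean plus 3 SD, cut at about 45% in these data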; also: values of inactives mirror those of a sister screen read the other way
# G6PDH CS = L. mesenteroides G6PDH inhibitors, counter-screen for G6PDH-coupled screening assays, biochemical, Leuconostoc mesenteroides enzyme; 200,000 compounds, 0.12% hits; inhibition, % at 5 µM; Purified L. mesenteroides G6PDH, diaphorase/resazurin coupled fluorescence, 45 min; glucose-6-phosphate dehydrogenase [Leuconostoc mesenteroides]; AID 1020, 2008; in the data active = inhibition above about 50%
# FLuc stim CS = FLuc activators, initial screening, artefact control for FLuc-dependent activation tests, biochemical, ATPlite luminescence; ATPlite luciferase biochemical, 10 min; 0 = ATP-free wells, 1 = DMSO control; activation factor at 10 µM; 200,000 tested, under 10 active; AID 1027, 2008;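 active = luciferase activation factor, scaled between plate controls, of at least 2 with compound at 10 µM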
# Target sequence (P08659 whole entry, looked up): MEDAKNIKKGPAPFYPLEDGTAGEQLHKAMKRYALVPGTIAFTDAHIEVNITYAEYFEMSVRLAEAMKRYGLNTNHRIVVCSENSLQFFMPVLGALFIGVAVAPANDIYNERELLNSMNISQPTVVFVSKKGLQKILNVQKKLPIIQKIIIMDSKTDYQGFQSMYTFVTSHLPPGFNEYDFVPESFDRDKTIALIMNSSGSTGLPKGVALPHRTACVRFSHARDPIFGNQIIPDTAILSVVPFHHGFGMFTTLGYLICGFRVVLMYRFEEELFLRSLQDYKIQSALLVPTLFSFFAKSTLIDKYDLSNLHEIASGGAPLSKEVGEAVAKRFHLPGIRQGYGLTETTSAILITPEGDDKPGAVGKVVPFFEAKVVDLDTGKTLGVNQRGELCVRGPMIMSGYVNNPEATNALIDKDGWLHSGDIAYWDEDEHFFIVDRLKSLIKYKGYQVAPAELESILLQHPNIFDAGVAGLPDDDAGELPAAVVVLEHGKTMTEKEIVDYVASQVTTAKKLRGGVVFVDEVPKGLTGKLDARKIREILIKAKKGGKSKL
#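 System: cell-free luciferase reagent; medium: PBS as buffer for the ATP substrate; doses: test compounds dosed from 2 mM stocks in 100% DMSO; incubation: 10 min, room temperature; measured by: luminescence from luciferase reaction; read-out: luciferase activation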
# APP 5'UTR act = activators of APP 5'UTR luciferase reporter, primary screen, SH-SY5Y cells; SH-SY5Y APP 5'UTR luciferase reporter, luminescence; zero percent = DMSO vehicle wells; activation, % at 2 µM; 190,000 compounds, 1% hits;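 active = activation above a set limit, based on mean plus 3 SD of controls, cut at about 140% in these data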; also: values of inactives mirror those of a sister screen read the other way
# FLuc inhib CS = firefly luciferase enzyme inhibitors, primary screen, artefact control for luciferase-based inhibitor screens, biochemical, luminescence, ATPLite; Luciferin 4-monooxygenase (Photinus pyralis), P08659; 10 min; inhibition, % at 10 µM; 200,000 compounds, 1.5% hits; AID 1006, 2008;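 active = inhibition above about 50% when tested at 10 µM, limit read from the data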
# Starred values were filed as active, the others as inactive; · = no result given. These rows are one share of the data; the hit share may differ from the screen's.
mol	FLuc stim CS	APP transl inh	G6PDH CS	APP 5'UTR act	FLuc inhib CS
CCNC(=S)N(C)CCc1cc2c(c(OC)c1C=C1C(=O)N(C)C(=O)N(C)C1=O)OCO2	·	-0.2	·	0.2	·
CC12CC[C@H]3[C@@H](CCC4(O)C[C@H](O)CCC34/C=N/NC(=O)Cc3ccccc3)C1(O)CCC2C1=CC(=O)OC1 (some centres undefined)	·	2.5	·	-2.5	·
C[C@H]1CC[C@@]2(C)[C@@H](CC[C@@H]3[C@@H]2CC[C@]2(C)[C@@H](O)CC[C@@H]32)C1	·	-12.0	·	12.0	·
Cc1cc(OCC(=O)Nc2cc(C)nn2-c2ccccn2)c2c3c(c(=O)oc2c1)CCC3	1.1	·	1.3	·	-6.6
CN1C(=O)N(C)C(=O)C2(Cc3c(nc4ccccn4c3=O)N3CCC(Cc4ccccc4)CC32)C1=O (centres undefined)	1.1	·	0.7	·	-10.0
Cn1c(O)c(C=Nc2ccc3c(c2)CCC3)c(=O)n(C)c1=O	0.5	·	3.1	·	45.4
Cc1ccc2c(c1)C1CN(C)CCC1N2C(=O)Cn1cnc2c1c(=O)n(C)c(=O)n2C (centres undefined)	1	·	-1.7	·	1.4

# Structures from the list above containing a carbonyl joined to an NH by a bond outside any ring (two):
mol	FLuc stim CS	APP transl inh	G6PDH CS	APP 5'UTR act	FLuc inhib CS
CC12CC[C@H]3[C@@H](CCC4(O)C[C@H](O)CCC34/C=N/NC(=O)Cc3ccccc3)C1(O)CCC2C1=CC(=O)OC1 (some centres undefined)	·	2.5	·	-2.5	·
Cc1cc(OCC(=O)Nc2cc(C)nn2-c2ccccn2)c2c3c(c(=O)oc2c1)CCC3	1.1	·	1.3	·	-6.6

# Shown with two lines to a compound: part of the list above.
# The line under a structure holds: FLuc stim CS	APP transl inh	G6PDH CS	APP 5'UTR act	FLuc inhib CS
- C[C@H]1CC[C@@]2(C)[C@@H](CC[C@@H]3[C@@H]2CC[C@]2(C)[C@@H](O)CC[C@@H]32)C1
→ ·	-12.0	·	12.0	·
- CC12CC[C@H]3[C@@H](CCC4(O)C[C@H](O)CCC34/C=N/NC(=O)Cc3ccccc3)C1(O)CCC2C1=CC(=O)OC1 (some centres undefined)
→ ·	2.5	·	-2.5	·
- Cc1ccc2c(c1)C1CN(C)CCC1N2C(=O)Cn1cnc2c1c(=O)n(C)c(=O)n2C (centres undefined)
→ 1	·	-1.7	·	1.4

# High-throughput results (PubChem BioAssay)
